Screens from PubChem BioAssay.
rCAG binder: binders of r(CAG) RNA repeats, primary screen, biochemical, fluorescence | r(CAG) RNA repeat, TO-PRO-1 dye displacement fluorescence | inhibition, % at 3 µM | actives 1.3% (n = 370,000);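 active = inhibition above the plate cutoff, the mean of all test compounds on that plate plus 3 SD, cut at about 35% in these data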;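 also: 0% = DMSO alone and 100% = 100 µM mitoxantrone as full dye displacement; higher means more dye released from RNA so lower well fluorescence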
UHRF1 binding: UHRF1 methylated DNA binding inhibitors, primary screen, counter-screen for MBD2 inhibitor project, biochemical, TR-FRET, human UHRF1, single concentration. inhibition, % at 4.4 µM. E3 ubiquitin-protein ligase UHRF1 (Homo sapiens), Q96T88. UHRF1 binding to methylated oligo. actives 0.75% (n = 370,000); in the data active = inhibition above about 21%;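 also: UHRF1 SRA domain binding a hemimethylated CpG hairpin DNA probe; 0% = median of test compound wells and 100% = reference inhibitor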
NPR2 activator: human GC-B receptor activators, primary screen, HEK293 GC-B cells, cGMP TR-FRET, EC30 CNP; Atrial natriuretic peptide receptor 2 (Homo sapiens), P20594; 0% at EC30 CNP, 100% saturating CNP; activation, % at 10 µM; actives 0.11% (n = 370,000); AID 1920062, 2024;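 active = activation at 10 µM reaching about 35% in either raw or pattern-adjusted values, limit read from the data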
GC-A act: GC-A stimulated cGMP production enhancers – HEK293 GC-A cells, cGMP TR-FRET, EC30 ANP, primary screen | Atrial natriuretic peptide receptor 1 (Homo sapiens), P16066 | 0% at EC30 ANP, 100% saturating ANP | activation, % at 10 µM | actives 0.14% (n = 370,000); in the data active = activation above about 40%
TCR-CD3 inh: inhibitors of human TCR-CD3 interaction, primary screen, biochemical, fluorescence, TAMRA-labeled TCR probe | actives 0.37% (n = 360,000) | T-cell receptor (TCR) | inhibition, % at 9.4 µM; in the data active = inhibition above about 19%;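 also: recombinant mutant TCR 2C K166C tagged with TAMRA read by polarization; 0% = receptor in buffer alone and 100% = receptor with positive control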
mABHD4 FP: ABHD4 inhibitors, primary screen, biochemical, fluorescence polarization, mouse; actives 0.54% (n = 370,000); purified mABHD4, FP-Rh probe fluorescence polarization; inhibition, % at 8.92 µM; AID 720543, 2013;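 active = inhibition exceeding the mean over every tested compound plus 3 SD, cut at about 30% in these data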;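 also: 0% = plate median of compound wells and 100% = S159A mutant with DMSO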
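Test system: mABHD4 protein; Read-out basis: % inhibition; Incubation: 45 min + 60 min at 25 °C; Repeats: single replicate; Technique: fluorescence polarization with parallel and perpendicular emission, 525/598 nm; Compound: 8.92 µM, single dose; Benchmarks: full inhibition S159A mutant plus DMSO, zero as sample-well median.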
PRMT1 inh: PRMT1 methyltransferase inhibitors, primary screen, biochemical, fluorescence polarization; recombinant PRMT1, activity-based probe fluorescence polarization; inhibition, % at 2.79 µM; actives 1.3% (n = 370,000);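 active = inhibition above about 21% made by adding two undisclosed values, limit read from the data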
SIAE inh: human SIAE inhibitors, primary screen, biochemical, fluorescence polarization, FP-Rh probe, 1536-well HTS; inhibition, % at 9.66 µM; actives 0.69% (n = 370,000); SIAE FP-Rh probe binding;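 active = inhibition above a cutoff: mean of compounds within the control limits plus 3 SD of those, cut at about 17% in these data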;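 also: 0% = plate median of compound wells and 100% = probe without SIAE protein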
Target sequence (Q9HAT2 whole entry, looked up): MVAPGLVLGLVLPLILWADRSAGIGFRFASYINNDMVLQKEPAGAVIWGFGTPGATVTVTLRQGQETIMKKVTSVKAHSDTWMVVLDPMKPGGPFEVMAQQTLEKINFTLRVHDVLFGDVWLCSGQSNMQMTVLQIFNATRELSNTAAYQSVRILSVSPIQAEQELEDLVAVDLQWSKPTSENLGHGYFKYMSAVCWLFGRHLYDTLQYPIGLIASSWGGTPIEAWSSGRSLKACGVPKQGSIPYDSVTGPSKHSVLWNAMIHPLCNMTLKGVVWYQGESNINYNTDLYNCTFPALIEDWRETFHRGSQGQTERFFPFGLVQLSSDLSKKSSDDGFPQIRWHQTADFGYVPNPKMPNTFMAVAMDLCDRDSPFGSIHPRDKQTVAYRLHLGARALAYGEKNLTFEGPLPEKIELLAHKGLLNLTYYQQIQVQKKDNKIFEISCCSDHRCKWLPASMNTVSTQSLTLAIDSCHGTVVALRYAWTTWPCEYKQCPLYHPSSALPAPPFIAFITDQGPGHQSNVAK
HTRA1 inh: HTRA1 serine protease inhibitors, primary screen, biochemical, fluorescence polarization, HTS; Q92743; recombinant HTRA1, FP-rhodamine activity-based probe; inhibition, % at 5.96 µM; actives 0.5% (n = 340,000); AID 504803, 2011; in the data active = inhibition above about 36%;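 also: 0% = enzyme with DMSO and 100% = wells lacking enzyme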
MBD2 inh: inhibitors of MBD2 binding to methylated DNA, primary screen, biochemical, TR-FRET, DNA-binding domain, human; Methyl-CpG-binding domain protein 2 (Homo sapiens), Q9UBB5; MBD2 binding to methylated oligonucleotide; inhibition, % at 4.4 µM; actives 0.31% (n = 370,000); in the data active = inhibition above about 13%
Target sequence (Q9UBB5 whole entry, looked up, the tested form may be a part): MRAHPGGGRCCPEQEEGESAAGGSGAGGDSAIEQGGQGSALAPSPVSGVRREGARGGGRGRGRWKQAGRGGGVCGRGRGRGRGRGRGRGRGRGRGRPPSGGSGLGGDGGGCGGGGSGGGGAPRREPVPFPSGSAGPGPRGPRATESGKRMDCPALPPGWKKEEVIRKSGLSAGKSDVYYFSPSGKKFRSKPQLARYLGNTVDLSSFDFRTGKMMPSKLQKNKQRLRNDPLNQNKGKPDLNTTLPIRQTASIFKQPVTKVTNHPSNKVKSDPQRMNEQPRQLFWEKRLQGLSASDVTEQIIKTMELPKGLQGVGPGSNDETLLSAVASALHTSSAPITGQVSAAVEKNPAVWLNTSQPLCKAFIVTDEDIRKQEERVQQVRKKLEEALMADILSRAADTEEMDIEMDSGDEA
The depositor's hits bear a star; · = not tested or not shown.

SMILES	rCAG binder	UHRF1 binding	NPR2 activator	GC-A act	TCR-CD3 inh	mABHD4 FP	PRMT1 inh	SIAE inh	HTRA1 inh	MBD2 inh
COc1ccccc1/C=C(/C(=O)OCC(=O)N(C)Cc1ccccc1)c1ccccc1	-3.5	1.6	-3.4	-5.7	-1.1	-1.0	-0.9	-7.2	-25.7	0.8
Cc1ccc(-c2nc(C)sc2CC(=O)O)cc1	-0.4	-0.1	-7.0	2.9	0.7	0.4	-1.5	0.8	3.0	0.0
CCc1ccc(NC(=O)CN(c2ccccc2)S(=O)(=O)N(C)C)cc1	0.1	2.3	10.6	2.3	5.5	0.1	3.4	0.0	-7.0	-1.5
Cc1cc[n+]2c3c(cccc13)CCC2	4.1	-1.3	0.2	0.5	2.7	0.8	-3.9	3.7	-1.4	-4.2
CCN(CC(=O)NCc1ccc(F)cc1)CC(O)COCc1cccc(OC)c1 (stereo not given)	2.6	3.2	-4.0	2.7	4.5	0.0	-2.2	7.9	6.9	5.5
COc1cc(/C=C/C(=O)OCC(=O)Nc2ccc3[nH]c(=O)[nH]c3c2)ccc1OC(F)F	1.8	-2.1	0.8	-3.5	3.2	-24.2	-4.6	-10.1	-2.9	-4.1
COc1ccccc1C(=O)OCCNC(=O)Cn1cnc2c1c(=O)n(C)c(=O)n2C	2.2	0.1	0.6	0.3	-6.1	8.3	3.2	5.6	7.7	1.9
COc1ccc([N+](=O)[O-])cc1NC(=O)c1cn(-c2ccc(C)c(C)c2)c(=O)c2ccccc12	6.3	7.1	3.6	-0.4	-11.1	-9.0	-3.3	-2.7	-0.1	1.7
Cc1ccc(NC(=O)c2nnn(-c3cc(C)cc(C)c3)c2N)cc1	-0.6	-1.1	1.9	-1.9	6.9	-6.9	1.0	-7.2	-53.0	-4.3
O=C(O)c1ccc(-n2nnnc2Oc2cccc3cccnc23)cc1	1.4	9.0	1.9	0.1	-3.9	8.0	1.6	8.7	3.5	-2.1
Cc1cc(C)c(NC(=O)c2cc(C(=O)O)ccc2C(=O)O)c([N+](=O)[O-])c1	3.5	-2.4	0.1	4.0	5.6	2.0	-0.2	9.2	-0.5	2.1
O=S(=O)(c1ccc(F)cc1)N1CCN(C(=S)NCCc2ccccc2)CC1	-2.9	-1.8	-2.8	0.8	-3.6	2.4	-0.4	5.7	-8.5	-4.8
CCOc1cc(S(=O)(=O)NCC2CCCO2)ccc1F (stereo not given)	-3.6	1.6	3.8	2.7	-1.5	-2.4	-1.6	1.5	3.9	-0.3
COc1ccc(OC)c(NC(=O)CS(=O)(=O)c2cn(CC(=O)N3CCOCC3)c3ccccc23)c1	4.2	-3.7	1.5	2.1	7.4	4.0	-0.4	-3.1	-2.9	-1.3
Cc1ccc(CNC(=O)CN(C(=O)C2(C)CC(=O)N=C3C=CC=CN32)c2ccccc2)cc1 (stereo not given)	-3.9	0.6	-0.5	7.5	-2.2	6.3	2.0	-4.0	9.1	4.6
Cc1ccc(C(=O)NCC(=O)NCC(c2cccs2)N2CCOCC2)cc1 (stereo not given)	3.2	-1.8	1.3	-0.1	7.6	6.2	-1.2	1.6	7.5	-3.3
COc1ccc(NC(=O)CSc2nnc3n2CCCCC3)cc1OC	3.0	-0.2	1.0	3.4	1.2	-3.6	-5.5	-1.1	-0.4	-6.6
Cc1ccc(N2CCN(CCc3nc4cc(NS(C)(=O)=O)ccc4n3C)CC2)cc1	-8.3	3.1	-1.2	0.4	-2.9	0.1	-0.3	-2.0	-2.9	3.6
CCCn1c(SC(C(=O)Nc2cc(C)ccc2OC)c2ccccc2)nc2ccccc2c1=O (stereo not given)	2.5	0.6	3.1	-0.5	1.7	4.3	0.3	-8.7	-4.1	4.3
CCOc1c(S(=O)(=O)NC2CC(C)(C)NC(C)(C)C2)ccc(Cl)c1Cl	0.9	0.9	-4.2	-0.3	2.9	5.2	-0.4	-0.7	-2.9	-1.1
CC(OC(=O)c1cc(=O)[nH]c2ccccc12)C(=O)c1ccccc1 (stereo not given)	3.3	-0.1	-4.3	-2.0	-0.6	-2.3	-2.6	1.6	·	7.6
CCOC(=O)c1ccc(NC(=O)C23CCC(C)(C(=O)O2)C3(C)C)cc1 (stereo not given)	-10.0	0.5	2.0	7.3	5.7	4.4	-0.6	1.7	-2.5	4.3
COc1ccc(CCNC2CC(=O)N(C)C2=O)cc1OC (stereo not given)	2.6	4.4	-0.9	3.0	1.1	8.2	6.5	-2.0	-7.4	1.8
CCOC(=O)CC1=CC(=O)Nc2ccccc2N1	1.4	0.8	-5.1	-4.3	0.0	6.9	0.9	2.8	-2.3	3.8

5 successive entries already listed:
SMILES	rCAG binder	UHRF1 binding	NPR2 activator	GC-A act	TCR-CD3 inh	mABHD4 FP	PRMT1 inh	SIAE inh	HTRA1 inh	MBD2 inh
CCOc1cc(S(=O)(=O)NCC2CCCO2)ccc1F (stereo not given)	-3.6	1.6	3.8	2.7	-1.5	-2.4	-1.6	1.5	3.9	-0.3
COc1ccc(OC)c(NC(=O)CS(=O)(=O)c2cn(CC(=O)N3CCOCC3)c3ccccc23)c1	4.2	-3.7	1.5	2.1	7.4	4.0	-0.4	-3.1	-2.9	-1.3
Cc1ccc(CNC(=O)CN(C(=O)C2(C)CC(=O)N=C3C=CC=CN32)c2ccccc2)cc1 (stereo not given)	-3.9	0.6	-0.5	7.5	-2.2	6.3	2.0	-4.0	9.1	4.6
Cc1ccc(C(=O)NCC(=O)NCC(c2cccs2)N2CCOCC2)cc1 (stereo not given)	3.2	-1.8	1.3	-0.1	7.6	6.2	-1.2	1.6	7.5	-3.3
COc1ccc(NC(=O)CSc2nnc3n2CCCCC3)cc1OC	3.0	-0.2	1.0	3.4	1.2	-3.6	-5.5	-1.1	-0.4	-6.6

(more compounds)
SMILES	rCAG binder	UHRF1 binding	NPR2 activator	GC-A act	TCR-CD3 inh	mABHD4 FP	PRMT1 inh	SIAE inh	HTRA1 inh	MBD2 inh
COc1ccc(NC2CCCN(C(=O)CN3CCOC3=O)C2)cc1OC (stereo not given)	1.3	-1.6	0.9	4.4	-2.3	-1.3	0.2	0.2	-2.7	-4.8
COCC(=O)NC1CC2CCC(C1)N2C(=S)Nc1ccccc1C(=O)OC (stereo not given)	-2.3	13.9	2.9	1.7	-3.6	1.1	-0.5	0.4	2.2	9.9
COc1cccc(C2C(C(=O)c3cc4ccccc4o3)=C(O)C(=O)N2CCN(C)C)c1OC (stereo not given)	-6.3	-9.0	1.0	4.2	-6.0	-0.5	1.0	2.3	5.3	-2.6
COC(=O)C1CCN(C(=O)CSc2nc3nc(C)cc(C)n3n2)CC1	0.7	-3.2	5.1	0.0	-1.0	-0.9	-1.3	14.0	4.0	3.2
COc1ccc(N(CC(=O)NC2CCCCC2)C(=O)CCC(=O)Nc2nc(C)cs2)cc1OC	-4.6	-1.7	1.6	1.9	-0.9	-1.2	-1.1	-0.2	8.5	-4.7
C=CCNc1nc(N)c([N+](=O)[O-])c(NC2CCCCC2)n1	-3.3	-0.2	1.7	4.8	2.5	3.6	-1.5	-4.7	-3.6	0.2
N#Cc1c(SCC(=O)Nc2cccc(C(F)(F)F)c2)sc2c(O)cc(=O)[nH]c12	51.7*	6.7	1.0	4.5	4.7	-29.9	21.3*	-29.6	-16.5	3.1
CC(=O)OCC(=O)NCc1ccc2c(c1)OCO2	1.2	-0.8	2.3	3.1	1.4	5.8	-0.7	4.7	2.2	-0.5
CCOc1ccc(NC2=NCC(=O)N2Cc2cccs2)cc1	0.3	0.4	0.8	3.5	5.6	3.4	0.2	-1.6	-3.6	1.0
COc1ccc(C(=O)c2c[nH]c(C(=O)NCCCn3ccnc3)c2)cc1	-6.1	1.6	1.3	-0.4	-3.6	3.7	0.9	3.3	2.7	0.1
O=C(Cc1ccc(NC(=O)C2CCCN(C(=O)C3CCCCC3)C2)cc1)Nc1cccc(C(=O)N2CCCCC2)c1 (stereo not given)	6.7	2.4	1.5	1.1	-11.3	-13.9	8.9	1.0	-1.3	7.5
Cc1ccc(-c2cc(-c3cccs3)[nH]n2)c(O)c1	14.5	-1.8	3.9	11.1	5.7	-7.8	0.3	-7.8	-30.6	-3.2
O=C(Cn1nnc2ccccc2c1=O)Nc1ccc(S(=O)(=O)N2CCOCC2)cc1	10.8	3.5	3.1	5.3	-0.5	-6.6	-5.2	-14.6	0.4	-6.1
COc1ccc(CCNC(=O)c2cc(S(=O)(=O)N3CCOCC3)cn2C)cc1OC	2.0	-1.4	0.4	1.6	-6.1	2.9	-2.9	-4.4	7.4	1.6
Cc1cccc(OCCC(=O)Nc2nnc(C)s2)c1	-2.9	-2.8	3.0	3.1	0.8	4.2	0.0	9.2	0.3	1.0
CCOC(=O)c1c(C)[nH]c(C)c1C(=O)COC(=O)Cc1ccc(OC)c(OC)c1	1.8	5.3	5.6	0.4	-8.4	-7.0	7.7	5.0	4.1	5.9
CCN(CC)C(=O)c1ccc(Nc2nnc(C)c3ccccc23)cc1	-6.1	3.1	-8.2	-0.4	-1.9	-5.5	2.3	-4.5	-3.1	3.1
COc1ccc2c(c1)[nH]c1c(Cl)ncnc12	2.4	-2.1	15.3	25.6	2.3	-4.4	-4.2	0.3	3.5	2.4
CC(C)(C)C(=O)N1CCN(c2nc3ccccc3s2)CC1	-3.0	0.8	8.3	0.7	1.8	9.4	1.1	8.5	-0.8	-6.9
CCOC(=O)C1(CCCc2ccccc2)CCN(S(=O)(=O)N(C)C)CC1	-9.1	1.8	4.1	0.5	0.8	-6.6	0.5	-3.5	4.2	0.6
CC(C)N(C(=O)[C@H]1C[C@H](CC(=O)NC(C)(C)C)C(=O)N2CCc3c([nH]c4cc(-c5ccco5)ccc34)[C@]12C)C(C)C	4.8	-2.8	1.9	-0.3	4.5	3.8	7.3	6.2	4.7	-7.6
Cc1ccc(S(=O)(=O)Nc2ccc(C(=O)Nc3cc(C)on3)cc2)cc1	6.8	4.5	-1.0	1.0	-6.5	-2.5	0.5	-5.2	-6.2	1.4
CC(C)(C)NC(=O)N1CCN(S(=O)(=O)c2ccc3c(c2)CCC3)CC1	-5.6	-2.0	-0.9	-2.3	2.0	1.2	-1.9	8.6	-2.5	0.1
CC1CCc2sc(C(=O)OCC(=O)NC(C)C)cc2C1 (stereo not given)	5.4	1.5	-0.2	1.5	7.1	-10.6	-0.2	2.1	-1.6	2.5
Cc1ccc(S(=O)(=O)N2CCCCC2)cc1NC(=O)C1CC(=O)N(Cc2ccco2)C1 (stereo not given)	2.1	-0.4	3.9	1.2	-2.0	-1.6	-0.1	-0.3	3.3	-6.3
COc1ccc(CCNC(=O)CSCc2c(F)cccc2Cl)cc1OC	-6.6	-1.0	2.5	-4.5	9.2	-0.9	-2.4	-1.2	4.8	-4.4
N#Cc1c(SCC(N)=O)nsc1SCc1ccc(Cl)cc1	4.1	1.8	-14.2	-6.7	6.0	-10.2	3.2	-5.4	-11.3	5.1
Cc1cccc(S(=O)(=O)NC(=O)C2(C)CCN2C(=O)CC2CCCCC2)c1 (stereo not given)	11.2	0.2	-6.0	-3.7	-5.8	-14.8	-2.3	-3.8	·	-3.1
O=C1c2ccccc2C(=O)N1CCCCSc1nnc2ccccn12	3.2	7.5	-4.3	0.5	-6.6	4.2	-0.6	1.7	2.5	-2.2

An excerpt; rates above refer to the full screens.
